# Scp1 inh = Scp-1 (human) phosphatase inhibition | Q9GZU7 | Recombinant Scp1, phosphopeptide, malachite green phosphate absorbance | inhibition, % at 20 µM | 0.88% of 340,000 active | AID 493091;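 active = inhibition above about 50% at 20 µM, limit read from the data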;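 also: plate controls were DMSO wells with enzyme for no effect and wells lacking enzyme for full effect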
#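 Test system: SCP-1 phosphatase catalytic domain, residues 76-261; measured by: colorimetric phosphate reagent with accelerator and stabiliser, absorbance at 630 nm; timing: enzyme reaction 45 min at room temperature, colour 5 min, stabilisation 30 min; also added: Phosphorylated 17-residue peptide substrate; compound dosing: one concentration, 20 µM, with 1.0% DMSO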
# Rin1-Abl PPI inh = human Rin1-Abl interaction inhibition; P00519+Q13671; TR-FRET Rin1/Abl binding, biochemical; inhibition, % at 7.35 µM; 0.4% of 360,000 active; in the data active = inhibition above about 5%, passing the limit was not always enough
# Rpn11 inh = Rpn11 (human) deubiquitinase inhibition | O00487 | human 26S proteasome, Ub4-pepOG fluorescence polarization; 20S core pre-blocked with epoxomicin | calls only at 20 µM | 0.59% of 360,000 active;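 active = inhibition at 20 µM, scaled to each plate's controls, above about 33%, limit read from the data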
# SUMO1 PPI mod = SUMO1-SIM interaction modulation. P63165. SUMO1 binding to a labelled peptide, TR-FRET, 1 h. inhibition, % at 20 µM. 0.33% of 360,000 active. AID 602429; in the data active = inhibition above about 37%
# STEP inh = STEP (human) phosphatase inhibition; recombinant STEP, OMFP fluorogenic substrate, fluorescence; inhibition, % at 20 µM; 0.25% of 360,000 active;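 active = inhibition at 20 µM, scaled per plate between control wells, above about 37%, limit read from the data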;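 also: 0% = DMSO with enzyme and substrate and 100% = substrate only without enzyme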
#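 medium = Bis-Tris buffer pH 6.0, 2.5 mM DTT, 0.005% Tween 20 | test system = STEP (striatal-enriched tyrosine phosphatase) enzyme, cell-free | measure = normalized % inhibition | compound dosing = 20 µM, 1% DMSO | also added = 25 µM OMFP | schedule = reaction 20 min, ambient temperature | measured by = fluorescence read at 480 nm ex / 540 nm em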
# Neddyl block = cullin neddylation inhibition; AID 651699; 0.58% of 360,000 active; calls only at 25 µM; P61081+Q13564; TR-FRET cullin neddylation, biochemical; in the data active = inhibition above about 36%
# Target sequence (P61081 whole entry, looked up): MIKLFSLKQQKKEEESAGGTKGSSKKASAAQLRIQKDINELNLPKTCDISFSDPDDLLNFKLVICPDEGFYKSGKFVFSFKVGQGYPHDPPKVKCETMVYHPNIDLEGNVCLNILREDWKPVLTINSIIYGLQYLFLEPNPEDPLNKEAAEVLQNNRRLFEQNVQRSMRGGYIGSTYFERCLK
# Target sequence (Q13564 whole entry, looked up): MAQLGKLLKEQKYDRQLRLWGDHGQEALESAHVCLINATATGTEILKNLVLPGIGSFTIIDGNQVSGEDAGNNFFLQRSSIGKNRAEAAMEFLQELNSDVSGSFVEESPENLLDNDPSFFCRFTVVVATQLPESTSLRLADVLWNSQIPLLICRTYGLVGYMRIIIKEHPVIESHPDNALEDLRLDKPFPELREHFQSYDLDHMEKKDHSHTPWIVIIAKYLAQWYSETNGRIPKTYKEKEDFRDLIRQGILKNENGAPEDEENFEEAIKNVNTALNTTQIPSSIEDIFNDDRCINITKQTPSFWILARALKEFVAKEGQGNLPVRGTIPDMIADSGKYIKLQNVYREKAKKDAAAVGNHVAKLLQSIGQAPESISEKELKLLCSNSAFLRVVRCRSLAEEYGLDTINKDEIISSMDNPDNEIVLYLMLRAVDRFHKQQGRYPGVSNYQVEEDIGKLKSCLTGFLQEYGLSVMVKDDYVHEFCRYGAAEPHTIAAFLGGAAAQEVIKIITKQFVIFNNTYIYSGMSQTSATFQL
# LMPTP inh = LMPTP (human) inhibition; P24666; recombinant LMPTP-A, OMFP fluorogenic substrate, fluorescence intensity; inhibition, % at 20 µM; 0.22% of 360,000 active; AID 651560;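 active = compounds that cut the enzyme signal by at least half of the control window in the single-dose screen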;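 also: plate controls were DMSO wells with enzyme plus substrate for no effect and substrate without enzyme for full effect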
#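 material = LMPTP-A | quantity = 0.625 nM enzyme | reagent = OMFP substrate, 400 µM final | buffer or medium = Bis-Tris pH 6.0, DTT, detergent | detection = endpoint fluorescence intensity from OMFP dephosphorylation | dosing = single 20 µM dose | read-out basis = % inhibition relative to no-enzyme and uninhibited control wells | control set = no-enzyme and uninhibited controls | timing = 50 min at room temperature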
# CSN deneddyl inh = blocks human CSN-mediated cullin deneddylation; AID 651999; Q92905; Purified CSN, SCF-Nedd8-OG deneddylation, fluorescence polarization; inhibition, % at 12.5 µM; 0.38% of 360,000 active;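 active = pattern-corrected inhibition above about 35%, with an unprinted fluorescence ratio check between 0.5 and 1.5, limit read from the data, passing the limit was not always enough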;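 also: 0% = enzyme with substrate and 100% = substrate without enzyme; some results filed as inactive read as strong as hits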
# Target sequence (Q92905 whole entry, looked up, one chain of several): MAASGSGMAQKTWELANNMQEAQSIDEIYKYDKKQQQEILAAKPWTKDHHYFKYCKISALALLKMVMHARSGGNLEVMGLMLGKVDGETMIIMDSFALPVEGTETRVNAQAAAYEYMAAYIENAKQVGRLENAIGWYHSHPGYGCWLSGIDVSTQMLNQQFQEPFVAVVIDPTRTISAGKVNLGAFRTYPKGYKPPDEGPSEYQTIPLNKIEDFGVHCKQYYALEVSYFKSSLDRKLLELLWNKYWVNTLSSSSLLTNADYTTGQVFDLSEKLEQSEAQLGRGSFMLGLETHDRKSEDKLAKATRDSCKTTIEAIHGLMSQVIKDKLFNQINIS
#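 Detection – fluorescence polarization · System – HEK293T-derived human Csn5 enzyme · Controls – substrate-only high control, full reaction low control · Timing – 90 min, room temperature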
# NadD block = blocks S. aureus nicotinate mononucleotide adenylyltransferase. purified NadD enzyme, colorimetric absorbance read-out. inhibition, % at 20 µM. 0.78% of 360,000 active; in the data active = inhibition above about 26%; also: some compounds past the cut are filed as inactive
# DNMT1 inh = inhibitors of human DNMT1; P26358; DNMT1 molecular beacon, Hinp1I cleavage, fluorescence; inhibition (reported as % activation of signal), % at 10 µM; 0.83% of 360,000 active; AID 588458; in the data active = inhibition above about 50%
# * hit, by the source's call; i = inactive; · = not tested or not shown.
1) Cc1ccc(NC(=O)c2cc(-c3ccco3)on2)cc1
2) Cc1ccc(S(=O)(=O)N2C[C@H]3C(=O)C[C@@H](c4ccc(Cl)cc4)N(S(=O)(=O)c4ccccc4C)[C@H]3C[C@H]2c2ccccc2)cc1
3) Cc1ccc2nc(SCC(=O)Nc3ccc(F)cc3)nc(=O)n2c1
4) O=C(Nc1ccc(-c2nc3c(ccc4ccccc43)o2)cc1)c1ccco1
5) Cc1ccc(N2CC(C(=O)Nc3cc(C)on3)CC2=O)c(C)c1 (stereo not given)
screen / no.	1	2	3	4	5
Neddyl block	·	i	i	·	i
DNMT1 inh	-7	4	-2	-15	0
Scp1 inh	-6	·	-3	-4	-5
Rpn11 inh	i	i	i	i	i
LMPTP inh	-0.7	0.7	-1.6	0.8	-0.8
CSN deneddyl inh	17	6	2	1	-3
NadD block	-3	23	-3	-10	-2
Rin1-Abl PPI inh	-4	-2	0	3	2
SUMO1 PPI mod	0	-2	-3	3	4
STEP inh	-1	1	-2	-7	-3

6) COC(=O)[C@H](Cc1ccccc1)NC(=O)c1ccc2ccccc2n1
7) COc1ccc(-n2c(C)cc3cc(OC(C)=O)ccc32)cc1
8) O=C(COC(=O)c1ccccc1Cl)Nc1nccs1
9) O=c1c(Cc2ccc(F)cc2)c(O)ccn1CCc1ccccn1
10) Cc1ccccc1-n1c(SC/C(O)=C(\C#N)c2nc3ccccc3[nH]2)nnc1-c1ccncc1
screen / no.	6	7	8	9	10
Neddyl block	i	i	i	i	i
DNMT1 inh	-2	-9	1	-1	-6
Scp1 inh	4	19	-3	-8	-9
Rpn11 inh	i	i	i	i	i
LMPTP inh	-0.2	0.7	-0.2	-1.1	1.1
CSN deneddyl inh	-8	-1	-3	-10	1
NadD block	-2	-9	-4	-8	20
Rin1-Abl PPI inh	1	1	-1	3	-5
SUMO1 PPI mod	-4	2	1	-3	15
STEP inh	-2	-1	-2	0	0

11) CCn1c2ccccc2c2cc(Nc3cc(C)nc4ncnn34)ccc21
12) O=C(CC1NCCc2ccccc21)Nc1cccc(Cl)c1 (stereo not given)
13) CNc1ncnc2c1ncn2[C@H]1CN(Cc2ccc3c(c2)OCO3)C[C@@H](CO)O1
14) Cc1ccccc1CSCCNS(C)(=O)=O
15) Cc1cc(C)n(CC(=O)NNC(=O)CCNC(=O)c2ccccc2Cl)n1
screen / no.	11	12	13	14	15
Neddyl block	i	i	i	i	i
DNMT1 inh	-16	-5	1	4	-4
Scp1 inh	0	-7	·	-9	0
Rpn11 inh	i	i	i	i	i
LMPTP inh	3.6	5.0	-2.0	-2.1	0.0
CSN deneddyl inh	6	13	4	3	1
NadD block	14	-4	4	-4	-5
Rin1-Abl PPI inh	3	4	2	-4	0
SUMO1 PPI mod	14	3	-3	-1	1
STEP inh	7	3	3	-3	-3

16) O=C(NCC(=O)N1CCc2ccccc2C1)c1ccccc1Cl
17) CCN1C(=O)CSc2ccc(C(=O)OC)cc21
18) Cc1ccc(NC(=O)c2c(C)noc2-c2snnc2C)cc1
19) COc1cccc2c1C(=O)O/C2=C/c1ccc2c(c1)OCO2
20) COc1ccc(N2CC(C(=O)Nc3nnc(SCC(=O)NCC4CCCO4)s3)CC2=O)cc1 (stereo not given)
screen / no.	16	17	18	19	20
Neddyl block	i	i	i	·	i
DNMT1 inh	1	1	0	-5	-1
Scp1 inh	-9	37	-9	·	11
Rpn11 inh	i	i	i	i	i
LMPTP inh	-1.9	0.4	-0.2	0.6	-0.5
CSN deneddyl inh	-1	-1	1	6	2
NadD block	-11	-2	0	-8	7
Rin1-Abl PPI inh	0	-1	0	-1	2
SUMO1 PPI mod	-2	7	-13	-10	0
STEP inh	2	0	-1	-1	0

21) CNC(=S)N1CCN(S(=O)(=O)c2ccc3ccccc3c2)CC1
22) Cc1nn(Cc2ccc(F)cc2)c(C)c1NC(=O)c1cc2ncc(Br)cn2n1
23) NC(=O)CC[C@@H]1NC(=O)[C@@H]2CCCN2C(=O)c2cc([N+](=O)[O-])cc(F)c2NCCC[C@@H](C(N)=O)NC1=O
24) CC(C)CC(NC(N)=O)C(=O)OCC(=O)N(Cc1ccccc1)Cc1ccccc1 (stereo not given)
25) Cc1c(N2C(=O)CSC2c2ccc([N+](=O)[O-])cc2)c(=O)n(-c2ccccc2)n1C (stereo not given)
screen / no.	21	22	23	24	25
Neddyl block	i	i	i	i	i
DNMT1 inh	-2	38	3	0	-3
Scp1 inh	-7	50	-2	-3	-4
Rpn11 inh	i	i	i	i	i
LMPTP inh	-1.1	5.6	-0.2	1.6	-1.3
CSN deneddyl inh	-1	2	-3	-2	-4
NadD block	-11	-2	-2	-5	-6
Rin1-Abl PPI inh	4	-2	-4	-4	-3
SUMO1 PPI mod	-8	1	-28	1	-25
STEP inh	4	16	2	-1	1

26) O=C(O)C1=C[C@H](c2ccc(C(F)(F)F)cc2)C[C@H](OCCCCO)O1
27) CCOc1cccc(-c2nnc(SCC(=O)Nc3cc(OC)cc(OC)c3)n2N)c1
28) Cc1noc(C)c1CSCC(=O)Nc1cc(S(=O)(=O)N2CCOCC2)ccc1OC(C)C
29) COc1ccccc1NC(=O)Nc1cccnc1
30) COc1cc(/C=N/NC(=O)C(C)n2nnc3ccccc32)ccc1O (stereo not given)
screen / no.	26	27	28	29	30
Neddyl block	i	i	i	i	i
DNMT1 inh	-7	2	1	1	0
Scp1 inh	-4	-2	-4	-1	-2
Rpn11 inh	i	i	i	i	i
LMPTP inh	-0.9	-0.8	-0.2	0.3	-1.1
CSN deneddyl inh	0	2	6	-3	0
NadD block	5	-2	-2	1	-1
Rin1-Abl PPI inh	4	-2	-2	-5	-1
SUMO1 PPI mod	0	17	-2	0	-4
STEP inh	0	-1	0	0	-1

31) O=C(NC(=S)NC1CC1)c1cccnc1
32) Cc1cccc(OCC(=O)Nc2cc(C)on2)c1
33) O=C(O)c1cc(/C=C/C(=O)c2cc(F)ccc2O)c2c(c1)COCO2
34) Cn1cc(Cc2ccc(C(=O)NC34CC5CC(CC(C5)C3)C4)cn2)c2ccccc21
35) Cn1nnc2ccccc2c1=O
screen / no.	31	32	33	34	35
Neddyl block	i	i	i	i	i
DNMT1 inh	2	-1	20	-5	-1
Scp1 inh	-4	0	40	·	-4
Rpn11 inh	i	i	i	i	i
LMPTP inh	-0.5	0.1	-0.7	2.9	-1.8
CSN deneddyl inh	2	-2	10	9	3
NadD block	-3	-5	-8	8	-3
Rin1-Abl PPI inh	-1	-4	-2	-1	1
SUMO1 PPI mod	-3	-1	5	-5	-1
STEP inh	0	0	3	33	-1

# Shown with each value named: four of the compounds above.
[32] Cc1cccc(OCC(=O)Nc2cc(C)on2)c1
- Neddyl block: i
- DNMT1 inh: -1
- Scp1 inh: 0
- Rpn11 inh: i
- LMPTP inh: 0.1
- CSN deneddyl inh: -2
- NadD block: -5
- Rin1-Abl PPI inh: -4
- SUMO1 PPI mod: -1
- STEP inh: 0

[33] O=C(O)c1cc(/C=C/C(=O)c2cc(F)ccc2O)c2c(c1)COCO2
- Neddyl block: i
- DNMT1 inh: 20
- Scp1 inh: 40
- Rpn11 inh: i
- LMPTP inh: -0.7
- CSN deneddyl inh: 10
- NadD block: -8
- Rin1-Abl PPI inh: -2
- SUMO1 PPI mod: 5
- STEP inh: 3

[34] Cn1cc(Cc2ccc(C(=O)NC34CC5CC(CC(C5)C3)C4)cn2)c2ccccc21
- Neddyl block: i
- DNMT1 inh: -5
- Scp1 inh: ·
- Rpn11 inh: i
- LMPTP inh: 2.9
- CSN deneddyl inh: 9
- NadD block: 8
- Rin1-Abl PPI inh: -1
- SUMO1 PPI mod: -5
- STEP inh: 33

[35] Cn1nnc2ccccc2c1=O
- Neddyl block: i
- DNMT1 inh: -1
- Scp1 inh: -4
- Rpn11 inh: i
- LMPTP inh: -1.8
- CSN deneddyl inh: 3
- NadD block: -3
- Rin1-Abl PPI inh: 1
- SUMO1 PPI mod: -1
- STEP inh: -1

# (cont.)
36) O=C(O)CC(=O)Nc1ccc(Oc2ccc(C(F)(F)F)cn2)c(Cl)c1
37) CSCCCNC(=S)N1CCc2ccccc2C1
38) COc1ccc(CCC(=O)N2c3ccccc3N=C(c3ccc4c(c3)OCO4)C2C(=O)NCc2ccccc2)cc1 (stereo not given)
39) Cc1ccnc(NC(=O)CCC(=O)N(CC(=O)NC(C)(C)C)C2CCCC2)c1
40) CC(=O)c1cccc(NC(=O)c2cccc(N3C(=O)c4ccccc4C3=O)c2)c1
screen / no.	36	37	38	39	40
Neddyl block	i	i	i	i	i
DNMT1 inh	1	1	·	1	0
Scp1 inh	3	-1	·	-6	49
Rpn11 inh	i	i	·	i	i
LMPTP inh	1.2	-1.3	2.6	-0.9	3.0
CSN deneddyl inh	-2	10	4	4	10
NadD block	2	-9	·	3	-2
Rin1-Abl PPI inh	6	4	·	2	0
SUMO1 PPI mod	3	1	-5	0	61*
STEP inh	0	-1	·	1	6

41) COc1ccccc1C(C[N+](=O)[O-])c1c[nH]c2ccccc12 (stereo not given)
42) O=C(CSc1ncn[nH]1)Nc1cccc(S(=O)(=O)N2CCCCCC2)c1
43) Cc1ccc(S(=O)(=O)N(C)CC(=O)NNC(=O)CCS(=O)(=O)c2ccccc2)cc1
44) CCCC(c1nnnn1C(C)(C)CC)N1CCN(C(=O)c2ccco2)CC1 (stereo not given)
45) CCN(CC)CCN(C)Cc1ccc(Br)cc1
screen / no.	41	42	43	44	45
Neddyl block	i	i	i	i	i
DNMT1 inh	-3	1	2	1	2
Scp1 inh	-17	-2	-5	-4	-9
Rpn11 inh	i	i	i	i	i
LMPTP inh	0.4	-2.0	-1.6	-3.4	-2.6
CSN deneddyl inh	5	-1	-4	-3	-2
NadD block	-9	-5	1	-8	-4
Rin1-Abl PPI inh	-3	2	0	0	3
SUMO1 PPI mod	2	6	3	1	2
STEP inh	1	-1	3	-2	0

46) CS(=O)(=O)c1ccccc1-c1nnc(-c2ccc(Cl)cc2)o1
47) O=C(NN=C1CCN(Cc2ccccc2)CC1)c1ccccc1
48) COC(=O)c1cnn(-c2ccccc2)c1/C=N/NC(=S)Nc1ccc(Cl)cc1
49) COc1ccc(/C=N/OCC(=O)N(Cc2ccccc2)c2ccccc2C(=O)O)cc1
50) O=C(Nc1ccc2c(c1)C(=O)OC2)c1ccccc1Cl
51) Cc1nc(N2CCOCC2)sc1C=O
52) Cc1ccc(S(=O)(=O)CCC(=O)OCC(=O)N2CCc3ccccc32)cc1
screen / no.	46	47	48	49	50	51	52
Neddyl block	i	i	i	i	i	i	i
DNMT1 inh	7	-1	31	1	1	0	0
Scp1 inh	-10	3	-11	-7	-3	2	60*
Rpn11 inh	i	i	i	i	i	i	i
LMPTP inh	-0.2	-0.7	0.5	-1.1	-1.6	0.4	-0.1
CSN deneddyl inh	-5	1	-4	-1	-1	3	1
NadD block	-5	-5	2	9	-2	-6	-3
Rin1-Abl PPI inh	3	2	-5	0	2	-6	4
SUMO1 PPI mod	0	3	1	2	4	-13	6
STEP inh	2	-1	4	2	1	-1	-1
